Assay outcomes as filed in PubChem.
KCNK3 inh: human KCNK3 channel inhibition, primary screen. O14649. CHO-KCNK3 thallium flux, FluxOR fluorescence; stronger effect = lower value. B-score at 10 µM. 0.84% of 340,000 active. AID 602410;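 active means B-score under library mean minus 4 SD, starting fluorescence ratio at most library mean plus 5 SD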;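 further: more negative B-score means stronger inhibition of thallium flux through KCNK3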
TMEM16A act: activates or potentiates the mouse TMEM16A chloride channel. Q8BHY3. HEK293 TMEM16A/YFP-H148Q/I152L, iodide quench fluorescence; stronger effect = lower value. B-score at 10 µM. 0.3% of 340,000 active;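 active means fluorescence-ratio B-score plate-corrected deviation score at least 3 library SD below zero, with starting fluorescence score within 5 deviations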;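 further: channel opened by trigger with iodide after compound preincubation; score built on the fluorescence ratio of max minus min over baseline; more negative score means more quench and so TMEM16A activation or potentiation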
Target sequence (Q8BHY3 whole entry, looked up): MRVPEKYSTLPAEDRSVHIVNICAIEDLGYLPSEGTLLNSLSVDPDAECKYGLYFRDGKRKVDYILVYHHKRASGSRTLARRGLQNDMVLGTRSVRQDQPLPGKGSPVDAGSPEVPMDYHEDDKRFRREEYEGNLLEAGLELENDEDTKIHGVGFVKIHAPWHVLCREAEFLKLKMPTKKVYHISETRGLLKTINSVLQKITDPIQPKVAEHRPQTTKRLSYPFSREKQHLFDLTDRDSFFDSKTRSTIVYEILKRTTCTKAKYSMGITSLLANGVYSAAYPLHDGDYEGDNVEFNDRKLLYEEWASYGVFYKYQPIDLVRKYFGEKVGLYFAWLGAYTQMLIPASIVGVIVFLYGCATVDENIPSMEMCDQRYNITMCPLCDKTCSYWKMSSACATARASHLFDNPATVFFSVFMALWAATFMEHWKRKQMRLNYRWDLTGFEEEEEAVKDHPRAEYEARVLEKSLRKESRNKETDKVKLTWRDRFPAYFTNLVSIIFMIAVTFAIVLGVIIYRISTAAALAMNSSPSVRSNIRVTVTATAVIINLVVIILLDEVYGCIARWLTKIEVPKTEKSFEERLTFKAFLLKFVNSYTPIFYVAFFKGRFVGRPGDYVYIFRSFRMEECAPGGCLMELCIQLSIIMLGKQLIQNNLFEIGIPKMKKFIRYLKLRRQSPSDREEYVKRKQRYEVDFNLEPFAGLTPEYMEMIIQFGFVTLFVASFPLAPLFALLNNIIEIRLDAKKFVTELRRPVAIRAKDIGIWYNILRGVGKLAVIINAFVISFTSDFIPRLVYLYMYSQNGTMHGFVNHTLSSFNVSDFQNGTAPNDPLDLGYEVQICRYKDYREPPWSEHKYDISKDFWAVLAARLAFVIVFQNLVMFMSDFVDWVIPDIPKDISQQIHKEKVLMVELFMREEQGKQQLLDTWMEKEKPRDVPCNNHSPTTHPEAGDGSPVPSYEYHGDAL
HDAC3 inh: blocks human histone deacetylase 3; 0.15% of 320,000 active; inhibition, % at 8.3 µM; recombinant HDAC3, fluorogenic peptide/trypsin coupled, fluorescence; O15379; in the data active means inhibition above about 26%, passing the limit was not always enough
Numbers without * were called inactive; i = inactive.

Second line of a record: KCNK3 inh | TMEM16A act | HDAC3 inh
C[C@]12C(=O)N(c3ccc(C(F)(F)F)cc3)C(=O)N1[C@H]1c3ccccc3OC[C@@H]1[C@H]2c1ccccc1
  i | i | 1
Cc1ccc(S(=O)(=O)N[C@@H](C)C(=O)OCC(=O)N2c3ccccc3NC(=O)C2(C)C)cc1
  i | i | 3
COc1ccc(Cl)cc1NC(=O)CN(C)C(=O)c1sccc1-c1ccccc1
  i | i | 8
Cc1cc(C)c(C)c(S(=O)(=O)N[C@@H](C)C(=O)OCC(=O)NC2CCCC(C)C2C)c1C (stereo partly drawn)
  i | i | 6
Cc1nnc(-c2ccc(N3CCOCC3)c([N+](=O)[O-])c2)o1
  i | i | 5
COc1ccc(NC(=O)CN2C(=O)NC(C)(C3CC3)C2=O)c(OC)c1 (stereo not drawn)
  i | i | -4
CC(Sc1ncccn1)C(=O)NC1(C#N)CCCCC1 (stereo not drawn)
  i | i | -2
O=C(c1cccc(S(=O)(=O)N2CCN(c3ccc(F)cc3)CC2)c1)N1CCCC1
  i | i | 1
C=CC[C@@H](CC(=O)N[C@@H](CO)Cc1ccccc1)C(=O)N[C@H](COC(=O)[C@@H](CC=C)Cc1ccc(F)cc1)Cc1ccccc1
  i | i | 0
CC(=O)c1ccc(S(=O)(=O)NCC(=O)NC(c2nc3ccccc3[nH]2)C(C)C)cc1 (stereo not drawn)
  i | i | -3

Second line of a record: KCNK3 inh | TMEM16A act | HDAC3 inh
O=C(COC(=O)CCC(=O)c1ccc(Cl)cc1)NCc1ccc(F)cc1
  i | i | 2
Nc1cc(Cl)ccc1C(=O)OCC(=O)N1CCCCCC1
  i | i | -25
CC(C)n1cnc2c(NCc3ccccc3)cc(Cc3ccc(F)cc3)cc21
  i | i | -11
Cc1ccc(C)c(NC(=O)COC(=O)CCNC(=O)c2ccco2)c1
  i | i | -1
O=C(OCC(=O)N1CCC(Cc2ccccc2)CC1)c1ccc(CO)cc1
  i | i | 8
CC(C)C[C@]1(c2ccccc2)ON(c2ccccc2C(F)(F)F)C1=O
  i | i | 4
COc1ccc(CC(=O)Nc2cc(S(=O)(=O)Nc3ccc(OC)cc3)ccc2OC)cc1
  i | i | -7
O=C1CSc2ccc(C(=O)NCc3ccccn3)cc2N1
  i | i | 0
O=C1CN(S(=O)(=O)c2cc(C(F)(F)F)ccc2Cl)CCN1
  i | i | 1
O=C(COC(=O)CCNS(=O)(=O)c1ccccc1)NC1CC1
  i | i | 1

Second line of a record: KCNK3 inh | TMEM16A act | HDAC3 inh
COc1ccc(NC(=O)C2COc3ccccc3O2)cc1S(=O)(=O)N1CCOCC1 (stereo not drawn)
  i | i | -1
Cc1ccc(NC(=O)CSc2ccc(S(=O)(=O)N3CCCC3)cn2)cc1F
  i | i | 3
COc1ccc(C(=O)N/N=C/c2ccc(N3CCOCC3)s2)cc1OC
  i | i | 5
Cc1noc(C)c1NC(=O)N(C)C[C@@H]1Oc2ccc(NC(=O)C3CCCCC3)cc2C(=O)N([C@@H](C)CO)C[C@H]1C
  i | i | -1
COc1ccc(N2CCN(C(CNS(=O)(=O)c3ccc(C)cc3)c3ccccc3)CC2)cc1 (stereo not drawn)
  i | i | 2
COc1ccc(S(=O)(=O)N2CCOCC2)cc1NC(=O)c1cc(C)oc1C
  i | i | 3
CN(C)c1cccc(C(=O)NN2C(=O)NC3(CCCCC3)C2=O)c1
  i | i | -2
COc1ccc(CNC(=O)COC(=O)c2ccc(Br)c(S(=O)(=O)N3CCOCC3)c2)cc1
  i | i | 1
COc1ccc2c(C(=O)NCCCCO)c(-c3ccc(S(C)(=O)=O)cc3)sc2c1
  i | i | -349
CN1CCC(N(C)C(=O)c2cc(S(=O)(=O)N(C)c3ccccc3)ccc2Cl)CC1
  i | i | -16

Second line of a record: KCNK3 inh | TMEM16A act | HDAC3 inh
C=CCn1c(SCC(=O)Nc2sc3c(c2C#N)CCC(C)C3)nc2cc(C(=O)O)ccc2c1=O (stereo not drawn)
  i | i | 0
O=S(=O)(c1cccc(-c2n[nH]c(=S)n2-c2cccc(C(F)(F)F)c2)c1)N1CCOCC1
  i | i | 5
Cn1ccnc1SCC(=O)NCC(=O)Nc1ccc(F)c(F)c1F
  i | i | 0
Cc1cc(C(=O)COC(=O)Cc2ccc(Cl)cc2)c(C)n1C
  i | i | 1
CC1CCCC(C)N1C(=O)COC(=O)/C=C/c1ccco1 (stereo not drawn)
  i | i | -1
Cc1ccc(C)c(NC(=O)CN(C)C(C)C(=O)N2CCCC2)c1 (stereo not drawn)
  i | i | -3
CCCCNc1nnc(SCC(=O)c2c(N)n(C3CC3)c(=O)[nH]c2=O)s1
  i | i | 0
O=C(COC(=O)c1ccc[nH]c1=O)NCCC1=CCCCC1
  i | i | 0
Cc1ccc(C(=O)Nc2ccn(C)n2)cc1
  i | i | 1
O=C(OCc1c(-c2ccccc2)ncc2ccccc12)c1cccc(Br)c1
  i | i | 10

Second line of a record: KCNK3 inh | TMEM16A act | HDAC3 inh
COC(=O)c1c(-c2ccc(OC)cc2)sc2ccc(OC)cc12
  i | i | 8
CC(C)(C)OC(=O)C[C@@H]1C/C=C\C[C@@H](CC(=O)N[C@@H](CO)Cc2ccccc2)C(=O)N2CCC[C@@H]2COC1=O
  i | i | 10
c1ccc(-c2sc3ccccc3c2-c2ccc(OCCN3CCOCC3)cc2)cc1
  i | i | 3
CCn1c(SCC(=O)Nc2ccc(N3CCOCC3)cc2)nnc1C1CC1
  i | i | -7
O=C(Nc1ccc(NC(=O)c2ccc3c(c2)OCO3)cc1)c1cccc(Cl)c1
  i | i | -4
CC(C(=O)Nc1ccc2c(c1)OCO2)N1CCC(N2CCCCC2)CC1 (stereo not drawn)
  i | i | -3
O=C(C1CCN(S(=O)(=O)c2ccccc2F)CC1)N1CCc2ccccc21
  i | i | 3
O=C(COC(=O)CCC(=O)c1cccs1)NCCc1ccccc1
  i | i | -3
CC(C)NC(=O)N(C)C[C@H]1Oc2c(cccc2N(C)C)C(=O)N([C@H](C)CO)C[C@@H]1C
  i | i | -8
Cc1ccc(C)c(NC(=O)CSc2nc(C)cs2)c1
  i | i | -5

Second line of a record: KCNK3 inh | TMEM16A act | HDAC3 inh
CCO[C@H]1c2c(ccc3ccc(=O)oc23)OC(C)(C)[C@@H]1O
  i | i | -34
O=C(CSc1ncn[nH]1)Nc1ccc(Br)cc1Br
  i | i | 1
C[C@@H]1CN([C@H](C)CO)C(=O)Cc2cc(NC(=O)CCC(F)(F)F)ccc2O[C@@H]1CN(C)C(=O)NC1CCCCC1
  i | i | -4
CN(C(=O)CSc1n[nH]c(N)n1)C1CCCCC1
  i | i | 3
COc1ccc(NC(=O)CSc2nnc(C)n2C2CC2)cc1S(=O)(=O)N1CCOCC1
  i | i | -5
Cc1cc(S(=O)(=O)NC[C@H]2O[C@@H](n3cnc4c(N)ncnc43)[C@H](O)[C@@H]2O)c(C)s1
  i | i | 10
COc1ccc(NC(=O)N(C)C[C@H]2Oc3c(NS(=O)(=O)c4ccc(F)cc4)cccc3C(=O)N([C@H](C)CO)C[C@@H]2C)cc1
  i | i | 2
O=C(Cn1nc(C(=O)O)c2ccccc2c1=O)Nc1cccc(S(=O)(=O)N2CCCCCC2)c1
  i | i | -4
COc1ccc([C@H]2CC(=O)C=C(c3cccc(OC)c3OC)C2)cc1OC
  i | i | 6
CC(NC(=O)c1cccc(S(=O)(=O)N(C)c2ccccc2)c1)c1cccnc1 (stereo not drawn)
  i | i | 11

Second line of a record: KCNK3 inh | TMEM16A act | HDAC3 inh
CSCCC1NC(=O)N(CC(=O)Nc2cc(C)on2)C1=O (stereo not drawn)
  i | i | 11
COc1ccc(S(=O)(=O)N2CCN(CC(O)CN3CCOCC3)CC2)cc1 (stereo not drawn)
  i | i | 3
COc1ccc(S(=O)(=O)Nc2ccc3c(c2)C(=O)N([C@H](C)CO)C[C@H](C)[C@@H](CN(C)C(=O)Nc2c(C)noc2C)O3)cc1
  i | i | -2
COc1ccc(C(CNS(=O)(=O)c2ccc(NC(C)=O)c(OC)c2)N2CCCC2)cc1 (stereo not drawn)
  i | i | -7
Cc1ccc(S(=O)(=O)Nc2ccc(C(=O)NCCCn3ccnc3)cc2)cc1[N+](=O)[O-]
  i | i | 3
C=CC[C@@H](CC(=O)N(CCO)Cc1ccccc1)C(=O)N[C@H](COC(=O)[C@@H](CC=C)CC(=O)OC(C)(C)C)C(C)(C)C
  i | i | 13
COc1ccc(S(=O)(=O)N(C)C)cc1NC(=O)CSC(C)C(=O)Nc1cc(C)on1 (stereo not drawn)
  i | i | 0
O=C(Nc1ccccc1N1CCOCC1)c1cccc(S(=O)(=O)Nc2ccccc2F)c1
  i | i | 0
COC(=O)c1ccccc1S(=O)(=O)N1CCC(C(=O)NCc2ccco2)CC1
  i | i | 1
O=C(CN1CCN(C(=O)CNC(=O)c2ccc3c(c2)OCO3)CC1)Nc1cccc(F)c1
  i | i | 1

Second line of a record: KCNK3 inh | TMEM16A act | HDAC3 inh
Cc1cccc(NC(=O)CNC(=O)C(NC(=O)Cc2ccccc2)C(C)C)c1C (stereo not drawn)
  i | i | 0
COc1ccc(CCNC(=O)C2=CC=CN3CCS(=O)(=O)N=C23)cc1
  i | i | -4
CCSc1nnc(NC(=O)CCNC(=O)c2ccccc2Cl)s1
  i | i | -2
Cc1cc(C)c(C)c(S(=O)(=O)Nc2ccc3cn[nH]c3c2)c1C
  i | i | -2
O=c1oc(CCO)cc2ccc(Br)cc12
  i | i | 4
O=C(COC(=O)CCC(=O)c1ccc(F)cc1)Nc1ccc(Cl)cn1
  i | i | 3
c1cncc(CNc2ncnc3ccc(-c4ccc5c(c4)OCO5)cc23)c1
  i | i | -3
CSc1ncccc1C(=O)OCC(=O)N1CCN(C(=O)c2ccco2)CC1
  i | i | 7
CN1CCN(c2ccc(S(=O)(=O)N3CCOCC3)cc2NC(=O)Cc2ccccc2F)CC1
  i | i | 2
Cc1nc(N/C(N)=N/S(=O)(=O)c2ccccc2)nc2ccccc12
  i | i | -4

Profiles, looked up by structure. Values in the order: KCNK3 inh | TMEM16A act | HDAC3 inh
CCSc1nnc(NC(=O)CCNC(=O)c2ccccc2Cl)s1 across the screens: i | i | -2
O=C(COC(=O)CCC(=O)c1ccc(F)cc1)Nc1ccc(Cl)cn1 across the screens: i | i | 3
Cc1nc(N/C(N)=N/S(=O)(=O)c2ccccc2)nc2ccccc12 across the screens: i | i | -4
O=c1oc(CCO)cc2ccc(Br)cc12 across the screens: i | i | 4
Cc1cc(C)c(C)c(S(=O)(=O)Nc2ccc3cn[nH]c3c2)c1C across the screens: i | i | -2

Later entries
Second line of a record: KCNK3 inh | TMEM16A act | HDAC3 inh
CC(C)(C)C1CCC(CN2C(Nc3ccccc3)=NC[C@@H]2Cc2ccccc2)CC1 (stereo partly drawn)
  i | i | 12
O=C(Cn1c(=O)cnc2ccccc21)Nc1cccc(S(=O)(=O)N2CCOCC2)c1
  i | i | -5
COc1ccc(CC(=O)OCC(=O)NCc2ccc3c(c2)OCO3)cc1OC
  i | i | 5
CCCCN1C(=N)N([C@@H](C)CN2CCC[C@H]2CN2C(N)=NC[C@@H]2Cc2ccccc2)C[C@H]1[C@H](C)CC
  i | i | -3
CC(Oc1cccc(Br)c1)C(=O)NNC(=O)c1ccccn1 (stereo not drawn)
  i | i | -8
Cc1c(C(=O)NNC(=O)c2ccncc2)oc2ccccc12
  i | i | 0
O=C1COc2ccc(C(=O)CSc3ccc(Br)cc3)cc2N1
  i | i | 13
CN(C)c1ccc(C(=O)NCC(c2cccs2)N2CCOCC2)cc1 (stereo not drawn)
  i | i | 4
O=C(CCCOc1ccccc1)NNC(=O)c1ccc(Cl)cc1
  i | i | 3
CCN(CC(=O)NCc1cccs1)C(=O)CCCOc1ccc(C(C)(C)C)cc1
  i | i | 9

Second line of a record: KCNK3 inh | TMEM16A act | HDAC3 inh
Cc1nn(CC(=O)Nc2ccc3c(c2)OCCO3)c(C)c1[N+](=O)[O-]
  i | i | 2
Cc1cc(C)n2nc(SCC(=O)N(CCC#N)c3ccccc3F)nc2n1
  i | i | 1
COc1ccc([C@H]2CC(=O)C=C(c3cccc(C(F)(F)F)c3)C2)cc1
  i | i | 5
CCC(C)Nc1ccc(NC(C)CC)cc1 (stereo not drawn)
  -8.9* | i | -2
Cc1cccc(OCCNC(=O)c2ccc(Cl)c(S(=O)(=O)NCc3cccnc3)c2)c1
  i | i | 6
CCOC(=O)CCCCCC(=O)Nc1ccc2c(c1)CC(=O)N([C@H](C)CO)C[C@@H](C)[C@H](CN(C)Cc1ccc3c(c1)OCO3)O2
  i | i | 4
Cc1c(Cl)cccc1NC(=S)Nc1ccc(S(=O)(=O)Nc2ncccn2)cc1
  i | i | 0
N#Cc1cccc(NC(=O)COC(=O)c2cc(S(=O)(=O)Nc3ccccc3Cl)ccc2O)c1
  i | i | -4
COCCn1c(SCC(=O)Nc2ccc3[nH]c(=O)[nH]c3c2)nc2ccccc21
  i | i | -1
CCN(CC)c1ccc(/C=N/N2CC(=O)NC2=S)cc1
  i | i | 0
O=C(Nc1cc(Cl)ccc1N1CCOCC1)c1ccncc1
  i | i | 0
Cc1ccc2c(c1)[C@H]1[C@H](CO2)[C@H](c2ccccc2)[C@]2(C)C(=O)NCC(=O)N12
  i | i | -4

Part of the list above in order of heavy-atom count, ascending.
Second line of a record: KCNK3 inh | TMEM16A act | HDAC3 inh
CCN(CC)c1ccc(/C=N/N2CC(=O)NC2=S)cc1
  i | i | 0
COc1ccc([C@H]2CC(=O)C=C(c3cccc(C(F)(F)F)c3)C2)cc1
  i | i | 5
N#Cc1cccc(NC(=O)COC(=O)c2cc(S(=O)(=O)Nc3ccccc3Cl)ccc2O)c1
  i | i | -4

The list is partial; rates above refer to the full screens.
